From PubChem
Mdm2-MdmX inh: human Mdm2/MdmX binding inhibition; O15151+Q00987; SaOS-2 split-luciferase Mdm2/MdmX complementation, luminescence; inhibition, % at 8 µM; 330,000 tested, 3% active;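 active = inhibition of at least 50% at 8 µM in the primary screen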
Target sequence (O15151 whole entry, looked up): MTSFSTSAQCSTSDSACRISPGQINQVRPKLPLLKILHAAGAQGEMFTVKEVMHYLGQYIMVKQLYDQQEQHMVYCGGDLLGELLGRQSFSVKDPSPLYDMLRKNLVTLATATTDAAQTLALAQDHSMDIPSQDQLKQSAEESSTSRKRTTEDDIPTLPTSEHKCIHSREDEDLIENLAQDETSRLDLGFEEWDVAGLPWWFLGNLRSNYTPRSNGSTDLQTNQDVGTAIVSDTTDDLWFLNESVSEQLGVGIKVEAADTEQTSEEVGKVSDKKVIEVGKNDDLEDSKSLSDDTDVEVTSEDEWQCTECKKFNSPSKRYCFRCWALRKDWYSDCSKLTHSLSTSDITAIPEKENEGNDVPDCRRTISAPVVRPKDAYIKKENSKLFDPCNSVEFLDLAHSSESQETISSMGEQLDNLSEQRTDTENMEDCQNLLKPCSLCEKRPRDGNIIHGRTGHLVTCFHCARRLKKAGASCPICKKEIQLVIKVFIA
Target sequence (Q00987 whole entry, looked up): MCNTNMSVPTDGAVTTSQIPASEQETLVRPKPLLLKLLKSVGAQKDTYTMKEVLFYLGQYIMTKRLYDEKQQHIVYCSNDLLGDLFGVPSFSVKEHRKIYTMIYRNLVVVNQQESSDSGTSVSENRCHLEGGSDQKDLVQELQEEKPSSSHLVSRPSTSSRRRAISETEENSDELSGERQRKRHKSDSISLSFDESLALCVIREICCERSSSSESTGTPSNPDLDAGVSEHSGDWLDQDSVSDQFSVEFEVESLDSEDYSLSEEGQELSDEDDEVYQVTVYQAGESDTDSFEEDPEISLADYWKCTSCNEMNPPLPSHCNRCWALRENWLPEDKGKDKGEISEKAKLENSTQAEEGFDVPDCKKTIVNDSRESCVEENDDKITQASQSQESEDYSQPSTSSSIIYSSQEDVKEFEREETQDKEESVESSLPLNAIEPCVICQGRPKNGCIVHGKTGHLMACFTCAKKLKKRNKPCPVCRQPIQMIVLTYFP
TIM10 inh: TIM10 yeast growth inhibition | S. cerevisiae TIM10 strain growth, BacTiter-Glo luminescence, 24 h | inhibition, % at 10 µM | 330,000 tested, 1.4% active | AID 463195;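 active = inhibition of 40% or more at the single tested concentration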;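 note: wild-type TIM10 isogenic control strain grown at permissive 25 °C; 0% = DMSO yeast wells and 100% = minimal medium wells without yeast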
697 NFkB inh: inhibitors of the PMA/ionomycin-induced NF-kB reporter in 697 B cells; AID 435022; 697 B-cell NF-kB luciferase reporter, 16 h; 330,000 tested, 0.33% active; inhibition, % at 4 µM; in the data active = inhibition above about 35%
tim10-1 inh: inhibits growth of tim10-1 mutant yeast | S. cerevisiae tim10-1 ts strain growth, BacTiter-Glo, 24 h | inhibition, % at 20 µM | 330,000 tested, 2.2% active | AID 463190;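 active = inhibition of at least 40%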;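 note: mutant grown at 25 °C; 0% = DMSO wells with yeast and 100% = wells holding no yeast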
CHOP UPR activ: apoptotic UPR (CHOP) activation. CHO-CHOP luciferase reporter, luminescence; percent of tunicamycin response over DMSO baseline. activation, % at 10 µM. 330,000 tested, 0.34% active. AID 449763;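 active = at 10 µM dose, activation of 40% or more, normalized to positive control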;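 note: 100% = tunicamycin at 10 µg/mL and 0% = DMSO alone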
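Material: CHO-CHOP cells, stable luciferase reporter of PERK-eIF2a-CHOP signalling; quantity: 500 reporter cells seeded per well; buffer or medium: F12 medium containing 10% fetal bovine serum; compound: one dose, 10 µM in 0.5% DMSO; incubation: 6 h compound treatment, 37 °C; measured by: Steady-Glo luciferase luminescence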
Jurkat NFkB inh: inhibitors of the PMA/ionomycin-induced NF-kB reporter in Jurkat cells | 330,000 tested, 0.53% active | inhibition, % at 4 µM | PMA/ionomycin-induced NF-kB luciferase reporter, luminescence; in the data active = inhibition above about 50%
tim23-1 inh: inhibits growth of tim23-1 mutant yeast. S. cerevisiae tim23-1 growth, BacTiter-Glo luminescence, 24 h. inhibition, % at 20 µM. 330,000 tested, 1.3% active;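 active = growth inhibition of the mutant yeast at or above 50%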;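 note: temperature-sensitive mutant grown at 25 °C; plate controls were DMSO-treated mutant yeast for no effect and medium wells lacking yeast for full effect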
XBP1 UPR activ: activators of adaptive arm of unfolded protein response (XBP1) | CHO-XBP1 luciferase reporter, IRE1-XBP1 UPR activation, luminescence; percent of tunicamycin response, DMSO as zero | activation, % at 20 µM | 330,000 tested, 0.33% active;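 active = versus positive control, 20 µM dose yields 30% or more activation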;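 note: 100% = tunicamycin at 10 µg/mL and 0% = DMSO only wells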
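Assay system: CHO-XBP1 luciferase reporter cells; Schedule: 6 h treatment, 37 °C; Detection: glow luminescence from Steady-Glo reagent; Benchmarks: high control tunicamycin 10 µg/mL final, low control DMSO vehicle only.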
Starred values were filed as active, the others as inactive; · = no result given.

smiles,697 NFkB inh,Jurkat NFkB inh,CHOP UPR activ,Mdm2-MdmX inh,TIM10 inh,tim10-1 inh,XBP1 UPR activ,tim23-1 inh
COc1ccc(NC(=O)CSc2nc(N)cc(=O)[nH]2)cc1S(=O)(=O)N1CCCCC1,-12,3,1.2,5,-4,-3,0,0
CN(C)S(=O)(=O)c1cccc(NC(=O)COC(=O)c2cc3ccccc3oc2=O)c1,-6,-56,5.4,-36,-22,-2,0,-5
CCCOC(=O)C1C2C=CC3(CN(c4ccc(Cl)c(F)c4)C(=O)C13)O2 (stereo unspecified),19,-11,-2.7,23,0,8,-4,13
Cc1nc2ccccc2c2oc(C(=O)N3CCC(C)CC3)cc12,-21,-5,3.7,13,-4,46*,1,34
CN(C)CCCn1c(SCc2c(Cl)cccc2Cl)nnc1-c1ccncc1,1,-1,1.2,4,12,5,-5,10
O=C(CSc1ccc(-c2ccc(F)cc2)nn1)N1CCOCC1,6,-10,-1.7,-4,7,1,-2,13
O=C(C(c1ccccc1)c1ccccc1)N1CCN(CCN2C(=O)c3cccc4cccc(c34)C2=O)CC1,-1,10,-2.3,0,16,18,-2,14
O=C(CCNC(=O)c1ccc([N+](=O)[O-])cc1)Nc1ccc(S(=O)(=O)N2CCOCC2)cc1,16,12,-0.8,23,0,5,0,14
C=CCn1c(Cc2ccc(OC)cc2)nnc1SCC(=O)c1cccc([N+](=O)[O-])c1,12,-7,-2.2,2,22,31,-3,30
CCc1ccc(NC(=O)C2CCN(C(=O)N3CCOc4ccccc43)CC2)cc1,8,-9,-1.4,25,17,24,-2,21
CNS(=O)(=O)c1cn(CC(=O)NCc2ccc(N(C)C)cc2)cc1S(=O)(=O)NC,-22,-23,1.5,9,-2,22,4,16
COc1ccc(C(=O)Nc2ccc3ccccc3c2)cc1,-361,-167,-6.1,-76,10,-9,-11,10
O=C(NCc1ccccc1)c1nccnc1CO,12,0,-0.4,5,11,-7,-3,1
CN(C)c1nc(Oc2ccc(=O)[nH]n2)nc(N2CCCCC2)n1,11,-13,-1.0,26,5,4,5,18
CC(C)NS(=O)(=O)c1ccc(OCC(=O)NCc2ccc3c(c2)OCO3)c(Cl)c1,11,-17,-1.8,25,-8,18,-3,1
O=C1C(=Cc2cccn2-c2ccc(O)cc2)C(=O)c2ccccc21,-3,-5,-5.2,-1,-4,-16,-3,-12
Cn1c(CSCc2ccc(F)cc2)n[nH]c1=S,-13,6,0.2,4,16,10,-4,10
c1ccc(Cc2nnc3sc(Nc4ccccc4)nn23)cc1,-12,5,1.4,21,-5,8,8,9
CC(=O)Oc1ccc(-c2cccc(C(=O)OCC(=O)N(C)c3ccccc3)c2)cc1,-26,-2,-0.2,15,21,46*,1,50*
Cc1nn(-c2ccccc2)c(C)c1-c1cc(C(=O)N/N=C/c2ccc(O)cc2)[nH]n1,19,32,1.3,22,7,9,-1,19
O=C(NC(c1ccccc1)C(Cl)(Cl)Cl)c1ccccc1 (stereo unspecified),20,6,-0.5,22,30,27,-1,10
O=C(NCCCNC(=O)c1cnccn1)c1cccc(Cl)c1,-20,-10,-0.6,-7,6,2,1,6
O=C(COC(=O)c1cnccn1)NCc1ccc2c(c1)OCO2,1,-12,0.6,-28,-7,-4,-2,2
N#CC1=C(S)N(c2ccc(F)cc2)C2(CCCCC2)NC1=O,-1,2,0.5,-8,5,-1,-2,-1
COc1cc(OC)cc(-c2sc3ccc(OC)cc3c2-c2ccc(OCCN3CCCCC3)cc2)c1,-15,·,5.6,63*,6,14,8,52*
O=C(CN1CCN(Cc2ccccc2)CC1)Nc1cccc(C(F)(F)F)c1,8,0,-1.3,1,-20,22,-1,-6
Cc1[nH]c(=S)c(C#N)c(C)c1C(=O)Nc1ccccc1,-44,-19,0.7,-39,-5,-2,1,2
CCc1ccc(NC(=O)COC(=O)CC2CCCC2)cc1,-40,-13,-1.2,-17,4,4,-1,32
CCOC(=O)c1ccc(NS(=O)(=O)c2cccc3nsnc23)cc1,-22,4,-2.7,18,-12,23,0,25
COc1ccc(CNC(=O)COC(=O)CN2C(=O)C(C)Oc3ccc(C)cc32)cc1 (stereo unspecified),3,-12,0.4,16,-15,21,2,17
Cc1oc(S(=O)(=O)N(C)C)cc1C(=O)Nc1ccc(Cl)cc1,-21,18,-1.3,15,10,-6,-5,-2
CCc1ccc2nc(NC(=O)c3ccc(N4C(=O)CCC4=O)cc3)sc2c1,-55,-22,5.0,-57,5,11,-1,9
COc1ccc(-n2c(C)cc(/C=C3\SC(=O)NC3=O)c2C)cc1,-44,-17,4.2,-22,6,18,-4,11
CCOC(=O)C1(Cc2ccccc2C)CCCN(Cc2cn(C)nc2C)C1 (stereo unspecified),7,3,0.4,-6,0,18,-3,11
CSc1ccccc1NC(=O)CN(C)C(=O)C1CCN(C(=O)Nc2ccccc2)CC1,-8,7,-0.7,3,3,-6,-3,-16
CC(OC(=O)C1CCN(S(=O)(=O)c2ccc(C(C)(C)C)cc2)CC1)C(=O)N1CCOCC1 (stereo unspecified),3,11,-0.4,-15,4,1,-1,15
Cc1nn(Cc2c(F)c(F)c(F)c(F)c2F)c(C)c1NC(=O)c1c([N+](=O)[O-])cnn1C,9,10,-0.3,-5,15,21,-3,4
O=C1C2C3C=CC(C3)C2C(=O)N1CNc1ccccc1 (stereo unspecified),-1,-9,0.1,-6,-3,3,1,10
O=C(NNS(=O)(=O)c1ccccc1[N+](=O)[O-])c1cccc(Cl)c1,16,-18,2.6,7,-15,30,-2,11
Cc1cccc2sc(N(CCCN(C)C)C(=O)CCS(=O)(=O)c3ccccc3)nc12,8,14,-8.7,99*,24,27,-10,16
O=C(O)Cn1c(-c2cscn2)nc2ccccc21,13,-13,0.5,-10,0,-3,1,0
COC(=O)c1cc(NC(=O)CC2SC(=Nc3ccccc3)N(CCc3c[nH]c4ccccc34)C2=O)cc(C(=O)OC)c1 (stereo unspecified),-9,-24,7.8,48,9,18,2,32
COc1cc(Cn2c(=O)c3c(OC)c(C)cnc3n(C)c2=O)cc(OC)c1,-3,-7,-1.3,15,3,31,1,19
COCCCNC(=O)C1CCC(CNS(=O)(=O)c2ccc3c(c2)N(C(C)=O)CCO3)CC1 (stereo unspecified),-4,1,0.9,-4,-4,-5,0,-9
Cc1ccc(-c2ccc([C@H]3[C@@H]4C=CCC[C@@]4(C)C(=O)N3Cc3ccccc3)c(F)c2)cc1,18,14,-0.1,39,6,18,-1,1
CN1CCN(c2ccccc2NC(=O)c2cccs2)CC1,11,-3,-3.7,10,-6,8,-1,-6
O=C(NNC(=S)Nc1ccc(Br)cc1)c1ccccc1Br,-15,-15,1.3,-9,36,46*,-5,33
CCn1c(=O)n(CC)c2cc(N3CCCC3)c(NC(=O)c3ccc(C)cc3)cc21,-9,3,9.4,-4,-9,42*,4,32
Cc1cc2cccc(C)c2nc1SCC(=O)N(C)c1nc(-c2ccccc2)cs1,1,-7,-2.3,-9,-11,12,-1,-5
Cc1cc(NC(=O)c2cccc(Oc3ccccc3)c2)n[nH]1,-1,-95,1.9,-103,61*,37,1,3
Fc1ccc(CCN2CCN=C2Nc2ccccc2)cc1,7,10,1.2,-21,-10,-4,0,5
Cc1cc(NC(=O)c2ccccc2-c2ccccc2C(=O)O)no1,6,-13,2.1,37,-18,10,-1,9
COC(=O)Cn1ncc(N2CC(C)OC(C)C2)c(Cl)c1=O (stereo unspecified),6,0,1.3,3,-4,-3,-3,0
CC(C)NC(=O)CSc1nnc(-c2ccc(C(C)(C)C)cc2)n1C,-16,-21,-1.4,17,-10,-1,18,4
O=C(Nc1ccccc1[N+](=O)[O-])C1C(c2ccccc2)=C1c1ccccc1,-8,11,-0.1,-13,7,22,-2,0
O=C(Cc1c(O)c2ccccc2[nH]c1=O)N(Cc1ccccc1)Cc1ccccc1,11,-10,-0.4,13,19,20,-1,40

Later entries:
smiles,697 NFkB inh,Jurkat NFkB inh,CHOP UPR activ,Mdm2-MdmX inh,TIM10 inh,tim10-1 inh,XBP1 UPR activ,tim23-1 inh
COc1ccc(C)cc1NC(=O)c1cccc(C(=O)Nc2cc(C)ccc2OC)c1,-1,10,3.7,37,11,7,-3,10
COc1ccc(CN2C[C@H]3CCCN3c3cc(Br)ccc3S2(=O)=O)cc1,-11,·,3.1,48,6,21,13,41
CC(=O)c1ccccc1NC(=O)COC(=O)/C(=C/c1ccccc1)n1nnnc1C,-35,1,-2.0,26,31,36,-2,47
CC(=O)C1=C(C)Nc2ncnn2C1c1ccc(Cl)cc1 (stereo unspecified),10,3,0.4,-7,0,4,3,4
CC(=O)Nc1ccc(NC(=O)C(C)Oc2ccccc2C(=O)NCc2ccccc2)cc1 (stereo unspecified),21,-4,1.2,16,-2,10,-1,-3
Cc1cc(CNC(=O)COC(=O)c2ccc(Cl)c(N)c2)cc(C)c1O,6,-25,-0.2,21,-1,15,-4,5
Nc1c(-c2cccc(Cl)c2)cnn1-c1cccc(C(F)(F)F)c1,-14,-43,3.0,2,17,17,3,31
O=C(NCc1ccc(F)cc1)c1ccc2c(=O)n3c(nc2c1)CCCCC3,8,-3,2.3,13,-10,11,-3,17

Three structures from above, arranged by formula weight, lowest first.
smiles,697 NFkB inh,Jurkat NFkB inh,CHOP UPR activ,Mdm2-MdmX inh,TIM10 inh,tim10-1 inh,XBP1 UPR activ,tim23-1 inh
CC(=O)C1=C(C)Nc2ncnn2C1c1ccc(Cl)cc1 (stereo unspecified),10,3,0.4,-7,0,4,3,4
Cc1cc(CNC(=O)COC(=O)c2ccc(Cl)c(N)c2)cc(C)c1O,6,-25,-0.2,21,-1,15,-4,5
COc1ccc(C)cc1NC(=O)c1cccc(C(=O)Nc2cc(C)ccc2OC)c1,-1,10,3.7,37,11,7,-3,10

Other records follow:
smiles,697 NFkB inh,Jurkat NFkB inh,CHOP UPR activ,Mdm2-MdmX inh,TIM10 inh,tim10-1 inh,XBP1 UPR activ,tim23-1 inh
COc1cccc(OCC(=O)NNC(=O)c2ccc3ccccc3c2)c1,4,7,-0.1,11,-5,6,-2,-5
Oc1ccc(/C=N/n2c3ccccc3c3ccccc32)cc1,-27,4,1.1,21,44*,-4,-3,37
O=c1cnnc(Nc2cccc(F)c2)[nH]1,-33,-18,1.6,-5,-2,10,1,15
c1ccc(-c2nnc(-c3c[nH]c4ccccc34)nc2-c2ccccc2)cc1,-12,3,4.3,37,18,24,10,29
COCCN(C(=O)COC(=O)C1(c2ccccc2)CC1)c1c(N)n(CC(C)C)c(=O)[nH]c1=O,8,6,1.7,14,-4,4,-6,-6
O=C(NC(N1CCOCC1)C(Cl)(Cl)Cl)c1ccc(Br)cc1 (stereo unspecified),12,8,0.7,-7,28,20,-1,32
O=C(NCCN1CCOCC1)C1CCC(=O)N1Cc1ccccc1Cl (stereo unspecified),12,-11,-1.0,14,3,2,2,-3
O=C(NCCCn1ccnc1)C1CCCN(S(=O)(=O)c2cc(Cl)ccc2Cl)C1 (stereo unspecified),13,-10,1.8,-10,-3,17,0,3
C=CCNC(=O)CN1C(=O)NC(C)(c2ccc(OC)cc2)C1=O (stereo unspecified),21,6,1.5,4,6,-8,-3,2
Cc1cc(NC(=O)c2ccc(Cl)cc2)c(C(C)C)cc1O,17,10,-0.2,-8,-11,1,-2,8
CC(=O)N1CCCc2cc(S(=O)(=O)N3CCCC(C)C3)ccc21 (stereo unspecified),11,9,0.4,3,1,26,-2,13

Quoted at random: two entries already listed.
smiles,697 NFkB inh,Jurkat NFkB inh,CHOP UPR activ,Mdm2-MdmX inh,TIM10 inh,tim10-1 inh,XBP1 UPR activ,tim23-1 inh
c1ccc(-c2nnc(-c3c[nH]c4ccccc34)nc2-c2ccccc2)cc1,-12,3,4.3,37,18,24,10,29
O=C(NC(N1CCOCC1)C(Cl)(Cl)Cl)c1ccc(Br)cc1 (stereo unspecified),12,8,0.7,-7,28,20,-1,32
